GSH bead fluor: compound fluorescence on glutathione beads, profiling panel, artefact control, biophysical, 488/530 nm, flow cytometry | hit rate 0.25% among 190,000 | fluorescence (KMESF) at 10 µM | GSH beads flow cytometry, compound fluorescence 488/530 nm; hits give high values | AID 1776, 2009; in the data active means fluorescence above about 89;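 further: glutathione beads carrying GST-tagged Bcl family fusion proteins plus one bare bead set; values are compound well signal with DMSO vehicle wells as background; inactives centre near 16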
Rab7 wt GTP bind: modulators of GTP binding to Rab7, primary screen, biochemical, wildtype, multiplex bead flow cytometry. Rab7 GTPase wild type (dog), Bodipy-FL-GTP binding. GST-Rab7 beads, fluorescent GTP binding; actives lie on both sides; untreated = 100%, excess cold GTP = 0%. GTP binding activity (percent of control), % at 10 µM. hit rate 0.055% among 190,000. AID 758, 2007;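 active means fluorescent GTP binding to Rab7 beads changed by at least 20 points from the 100% baseline, either direction, mostly lower; inconclusive means compound itself probably fluorescent, or too few beads counted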;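 further: median green fluorescence of bound Bodipy-FL-GTP per Rab7 bead population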
Cdc42 wt: modulators of GTP binding to wildtype Cdc42, primary screen, biochemical, multiplex bead flow cytometry, Bodipy-GTP; hit rate 0.2% among 190,000; percent activity (GTP binding), % at 10 µM; GST-Cdc42 beads; actives lie on both sides; Cell division control protein 42 homolog (Homo sapiens), P60953;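 active means percent activity GTP binding at least 20 points away from the 100% baseline, either down as inhibitor or up as activator; inconclusive means compound flagged as likely green fluorescent from well-wide comparison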;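 further: median bead fluorescence of bound Bodipy-FL-GTP at 100 nM; 0% = excess unlabeled GTP control and 100% = no compound control; below 100% means less GTP binding so inhibitor and above means activator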
Target sequence (P60953 whole entry, looked up): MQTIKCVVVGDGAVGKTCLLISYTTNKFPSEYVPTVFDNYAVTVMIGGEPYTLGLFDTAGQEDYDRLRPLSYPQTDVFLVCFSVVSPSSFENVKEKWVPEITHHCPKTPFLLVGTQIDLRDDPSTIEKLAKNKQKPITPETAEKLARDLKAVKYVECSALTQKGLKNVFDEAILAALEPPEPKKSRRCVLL
Rab2 wt GTP: modulators of GTP binding to Rab2A wildtype, primary screen, biochemical, dog, bead-based flow cytometry, multiplex; Ras-related protein Rab-2A (Canis lupus familiaris), P61105; GST-Rab2 wt beads, Bodipy-GTP binding; GTP binding activity, % at 10 µM; hit rate 0.19% among 190,000; AID 760, 2007;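 active means GTP binding activity at least 20 points away from 100%, either lowered or raised; inconclusive means signal likely due to the compound's own green fluorescence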;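 further: 0% = beads with excess unlabeled GTP and 100% = no-compound control corrected for plate trend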
Avidin bead fluor: green autofluorescence of compounds with avidin beads – biophysical, 488/530 nm, flow cytometry, artefact control, profiling panel; compound fluorescence 488/530 nm; hits give high values; fluorescence (KMESF) at 10 µM; hit rate 0.38% among 220,000; in the data active means fluorescence above about 47; further: inactives centre near 10
Mcl1 Bid PPI: Mcl-1/Bid binding inhibitors, primary screen, biochemical, TR-FRET, 1536-well | Induced myeloid leukemia cell differentiation protein Mcl-1 (Homo sapiens), Q07820 | TR-FRET Mcl-1/Bid-Dy647 peptide binding | inhibition, % at 21.7 µM | hit rate 0.97% among 220,000;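 active means compounds that cut the binding signal by more than half at the single screening dose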;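 further: His-tagged Mcl-1 with europium anti-His antibody binding Bid BH3 peptide; 0% = Mcl-1 plus peptide wells and 100% = peptide-only wells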
Target sequence (Q07820 whole entry, looked up): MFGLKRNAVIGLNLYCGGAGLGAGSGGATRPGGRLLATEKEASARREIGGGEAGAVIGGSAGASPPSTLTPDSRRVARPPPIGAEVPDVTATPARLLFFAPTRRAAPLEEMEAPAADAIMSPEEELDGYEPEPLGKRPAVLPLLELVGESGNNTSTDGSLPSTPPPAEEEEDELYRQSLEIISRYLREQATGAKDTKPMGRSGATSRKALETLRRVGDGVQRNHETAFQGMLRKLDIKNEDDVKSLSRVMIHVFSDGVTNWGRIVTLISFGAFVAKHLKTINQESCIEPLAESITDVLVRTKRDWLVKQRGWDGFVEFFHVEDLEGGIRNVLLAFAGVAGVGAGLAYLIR
Mcl1-Noxa inh: Mcl-1/Noxa binding inhibitors, primary screen, biochemical, TR-FRET, 1536-well | Induced myeloid leukemia cell differentiation protein Mcl-1 (Homo sapiens), Q07820 | TR-FRET Mcl-1/Noxa peptide binding, 2 h | inhibition, % at 21.7 µM | hit rate 1.5% among 220,000 | AID 1022, 2008;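 active means compounds that cut the protein-peptide binding signal by more than 50% relative to plate controls in a single-dose test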;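 further: His-tagged Mcl-1 with rhodamine Noxa BH3 peptide and terbium anti-His antibody; 0% = Mcl-1 plus Noxa peptide wells and 100% = peptide-only wells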
Rac1 mut GTP: GTP binding modulators of activated mutant Rac1, primary screen, biochemical, bead-based flow cytometry, multiplex, fluorescent GTP | hit rate 0.11% among 190,000 | GST-Rac1 activated beads; actives lie on both sides; 100% means binding = to untreated wells | percent activity (GTP binding), % at 10 µM | AID 764, 2007 | Ras-related C3 botulinum toxin substrate 1 (Homo sapiens), P63000;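 active means GTP binding at least 20 percentage points away from the 100% baseline, in either direction, so actives lie on both sides; inconclusive means Compound likely fluorescent itself, or too few beads counted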
Rac1 wt modul: wildtype Rac1 GTP binding modulators, primary screen, biochemical, GST-Rac1 beads, flow cytometry, multiplex. Ras-related C3 botulinum toxin substrate 1 (Homo sapiens), P63000. fluorescent GTP binding; actives lie on both sides; 0 = cold GTP competed, 100 = untreated. GTP binding activity (% of control), % at 10 µM. hit rate 0.27% among 190,000;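 active means GTP binding activity at least 20 points away from the 100% control level, either lower or higher; inconclusive means compound flagged as likely green fluorescent, judged across all proteins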
Pf gamet viab: late stage P. falciparum gametocyte viability inhibitors, primary screen, ATP luminescence, HTS. P. falciparum stage V gametocytes, 24 h. inhibition, % at 10.9 µM. hit rate 0.065% among 150,000. AID 743093, 2013;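 active means inhibition above the mean plus 3 SD of compounds within the control limits, set per campaign, cut at about 38% in these data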;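 further: 0% = DMSO wells and 100% = medium only without gametocytes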
HRas wt GTP: modulators of GTP binding to HRas wildtype, primary screen, biochemical, bead-based flow cytometry, multiplex; GTPase HRas (Homo sapiens), P01112; GST-Ras wt beads, Bodipy-FL-GTP binding; actives lie on both sides; GTP binding activity, % at 10 µM; hit rate 0.14% among 190,000; AID 759, 2007;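 active means GTP binding activity at least 20% away from the 100% baseline, either lowered as inhibitor or raised as activator; inconclusive means flagged as likely green fluorescent, judged across all proteins in the well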;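 further: 0% = unlabeled GTP competition control and 100% = no-compound control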
Target sequence (P01112 whole entry, looked up): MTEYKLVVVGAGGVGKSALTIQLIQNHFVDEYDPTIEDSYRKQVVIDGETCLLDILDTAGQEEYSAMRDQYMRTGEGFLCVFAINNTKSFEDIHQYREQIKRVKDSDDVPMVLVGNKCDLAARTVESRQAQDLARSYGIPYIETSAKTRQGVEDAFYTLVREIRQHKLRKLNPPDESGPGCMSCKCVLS
Numbers without * were called inactive; ? = inconclusive; nt = not tested or not shown.

SMILES	GSH bead fluor	Rab7 wt GTP bind	Cdc42 wt	Rab2 wt GTP	Avidin bead fluor	Mcl1 Bid PPI	Mcl1-Noxa inh	Rac1 mut GTP	Rac1 wt modul	Pf gamet viab	HRas wt GTP
CCOc1ccc(-n2c(SCC(N)=O)nc3c([nH]c4ccccc43)c2=O)cc1	19	99	96	96	5	-39	26	96	95	nt	96
CCCc1ccc(C(=O)NNC(=O)c2ccc(Br)cc2)cc1	13	97	105	99	15	11	-60	102	100	-10	100
O=C(c1ccccc1F)N1CCN(Cc2ccccc2F)CC1	10	101	107	103	12	59*	30	101	106	nt	104
Cc1cc(C)cc(N2Cc3ccccc3C2)c1	24	102	100	102	6	-28	-4	96	103	nt	100
COc1ccc(CCn2cc(C#N)c(=O)[nH]c2=O)cc1OC	14	101	99	98	8	-9	-11	96	100	-8	97
CC1(C)CC(=O)C(C#N)=C(NCCCO)C1	14	105	108	106	24	0	17	102	105	nt	104
N#CCCn1cc(C(=O)Nc2ccc(C(=O)O)cc2)c(-c2ccc([N+](=O)[O-])cc2)n1	11	105	96	99	3	-11	17	94	96	-28	96
COc1ccc(N(C)S(=O)(=O)c2ccc(Cl)c(C(=O)NCCc3ccc(Cl)cc3)c2)cc1	8	93	89	94	7	-19	-1	90	92	nt	90
NC(=O)NC(=O)Nc1ccccc1Cl	34	99	100	98	7	8	-11	96	98	nt	100
O=C(CN1C(=O)c2cccc3cccc1c23)Nc1ccc(S(=O)(=O)N2CCOCC2)cc1	18	99	101	98	23	90*	-148	99	104	18	100
C=CCn1c(SCC(=O)NCc2ccc3c(c2)OCO3)nc2scc(-c3ccccc3)c2c1=O	11	98	103	100	7	-8	8	98	101	nt	102
Cc1cc(/C=C(\C#N)C(=O)NCc2ccco2)c(C)n1-c1ccc(C(=O)O)cc1	11	109	93	97	21	-38	0	95	100	-8	96
N#Cc1nc(-c2cccs2)oc1NCC1CCCO1 (centres undefined)	27	98	99	97	11	-34	-3	98	97	nt	99
COc1ccc(NC(=S)N(CCCN2CCOCC2)Cc2ccco2)cc1	15	104	96	97	9	-40	-3	94	99	nt	99
S=C(NCc1ccco1)Nc1ccc(Cl)c(Cl)c1	16	106	107	105	12	-58	7	100	102	-5	105
Cc1ccc2c(Cl)cc(Cl)c(OCC(=O)Nc3cc(S(=O)(=O)N(C)C)ccc3C)c2n1	19	97	99	97	10	-11	5	96	100	nt	98
COc1ccc(-c2nc3ccccc3c(=O)n2NC(=S)N(C)C)cc1	13	99	101	99	8	21	-22	100	101	nt	101
O=C(COc1ccc2c(c1)C(=O)CC1(CCCCC1)O2)NCc1ccccc1	19	97	94	97	15	-2	0	93	103	nt	96
CCc1ccc(-c2ccc(C(=O)O)c(C)n2)cc1	22	nt	nt	nt	8	7	13	nt	nt	33	nt
COc1ccc(NC(=S)N(Cc2cccc(Br)c2)CC2CCC(C(=O)O)CC2)cc1 (centres undefined)	16	106	96	97	7	-32	9	95	98	23	97
Cc1cccc(C(=O)NCCN2CCCC2)c1	21	96	102	102	26	-5	3	98	106	nt	101
CCOC(=O)CCNC(=O)Nc1ccc2nc(C)n(Cc3ccccc3Cl)c(=O)c2c1	25	98	101	100	11	-8	14	101	100	nt	101
Cc1cc(C)c(C(=O)CSc2nc(C)cc(C)c2C(N)=O)c(C)c1	16	100	99	93	6	7	9	99	100	-14	97
CCOC(=O)CSc1nnc(-c2ccco2)n1C	4	99	98	98	8	30	-19	97	101	nt	100
O=C(O)C1CC=CCC1C(=O)NCCc1ccccc1 (centres undefined)	17	99	99	98	5	-4	8	98	99	nt	96

(next part)
SMILES	GSH bead fluor	Rab7 wt GTP bind	Cdc42 wt	Rab2 wt GTP	Avidin bead fluor	Mcl1 Bid PPI	Mcl1-Noxa inh	Rac1 mut GTP	Rac1 wt modul	Pf gamet viab	HRas wt GTP
CN(C)c1ccc(C2C3=C(CCCC3=O)OC3=C2C(=O)CCC3)cc1	19	102	100	101	15	-59	18	99	101	nt	101
CC(=O)Nc1ccc(S(=O)(=O)N2CCN(c3cnn(C)c(=O)c3Cl)CC2)cc1	20	103	97	99	11	-22	7	96	102	nt	101
Cn1ncc(Cl)c1C(=O)N1CCc2ccccc21	35	99	99	102	9	-26	7	98	105	9	100
O=C1N/C(=N\N=C\c2cccs2)SC1Cc1cccc(Cl)c1Cl (centres undefined)	14	95	98	95	6	-23	2	95	100	-8	96
COc1ccc(OC)c(CN2CCN(S(=O)(=O)c3ccc(NC(C)=O)cc3)CC2)c1	12	102	98	97	9	32	26	95	99	nt	97
O=C(CCc1c[nH]c2ccccc12)N1CCN(c2ccc(O)cc2)CC1	17	98	91	91	7	-33	3	91	87	0	92
CC(NC(=O)CCc1nnc(-c2ccc(-c3ccccc3)cc2)o1)c1nc2ccccc2[nH]1 (centres undefined)	18	99	93	95	11	-34	-17	95	96	8	96
O=C(CSc1nc(O)cc(=O)n1C1CCCC1)Nc1cccc(Cl)c1Cl	26	93	93	90	12	-40	-10	90	97	8	93
Cc1ccc(C(=O)N/C(=C/c2ccc(-c3cccc([N+](=O)[O-])c3)o2)C(=O)NCCCN(C)C)cc1	17	101	97	96	9	-23	12	96	98	-8	98
O=C(c1ccco1)N1CCN(C2CC(=O)N(c3ccc4c(c3)OCO4)C2=O)CC1 (centres undefined)	34	90	95	91	10	-7	nt	95	91	-33	94
Nc1ccc(-n2ccnc2)cc1	8	96	99	96	15	-93	10	95	94	-2	97
O=C(/C=C/c1ccc2c(c1)OCO2)NCCSCc1c(Cl)cccc1Cl	13	96	94	95	7	-37	-1	95	95	17	95
COc1ccc2nc(NC(=O)CN3CCN(C)CC3)sc2c1	13	107	105	104	9	29	20	101	110	nt	105
COC(=O)c1ccc(-c2cc(C(=O)O)c3cc4c(cc3n2)OCCO4)cc1	33	98	97	96	9	nt	nt	96	98	24	97
Cc1cc(NC(=O)c2cnn3cccnc23)no1	33	99	103	98	25	-3	8	100	105	-15	98
CC(C)c1ccc(Nc2nc(NCc3ccco3)nc(N3CCOCC3)n2)cc1	24	94	101	96	34	4	35	96	102	30	98
CCCCNC(=O)c1ccc(NC(C)=O)c(Cl)c1	14	94	98	97	8	-41	4	97	100	nt	97
c1ccc(Cn2nnc3c(N4CCCCCC4)ncnc32)cc1	12	95	97	98	4	-9	-11	97	99	nt	95
O=C1CCCc2ccccc2N1Cc1ccc(F)cc1	14	102	97	98	40	-4	14	95	97	-18	97
COc1cc(C)c(C)cc1S(=O)(=O)N1CCN(Cc2ccc3c(c2)OCO3)CC1	35	102	99	98	14	-4	1	98	103	19	101
Cc1cc(C)c2sc(N(CCN(C)C)C(=O)c3cc(Cl)sc3Cl)nc2c1	34	?	?	?	11	3	20	?	?	10	?
CCN1CCN(c2c(Cl)cccc2NC(=O)c2ccc(Br)o2)CC1	34	98	102	99	10	-9	35	101	103	nt	101
CC(C)N1CCN(Cc2ccc(C#CC(C)(C)O)cc2)CC1CCO (centres undefined)	12	101	93	98	11	-23	-11	96	95	14	94
CCOCCCn1c(=N)c(C(=O)NCc2ccc3c(c2)OCO3)cc2c(=O)n3cccc(C)c3nc21	14	94	91	86	8	0	25	90	91	nt	90
CCN(c1ccc2c(c1)OCO2)S(=O)(=O)c1cc(Br)cc2c1N(C(C)=O)CC2	28	89	94	92	10	-13	nt	92	89	-3	94

The results go on.
SMILES	GSH bead fluor	Rab7 wt GTP bind	Cdc42 wt	Rab2 wt GTP	Avidin bead fluor	Mcl1 Bid PPI	Mcl1-Noxa inh	Rac1 mut GTP	Rac1 wt modul	Pf gamet viab	HRas wt GTP
Cc1onc(-c2ccccc2)c1C(=O)NC(=S)NNC(=O)c1ccc(O)cc1O	18	101	102	97	13	-92	-15	98	104	nt	102
COc1ccccc1N1CCN(C(c2ccccc2Cl)c2nnnn2C(C)(C)C)CC1 (centres undefined)	16	?	?	?	24	-9	5	?	?	nt	?
O=c1[nH]c2ccccc2nc1-c1cccs1	30	95	95	95	7	nt	nt	94	97	-5	93
Cn1c(=O)c2cn(-c3cccc4ccccc34)cc2n(C)c1=O	49	88	90	91	5	-33	-7	93	91	-2	90
COc1cc(OC)cc(C(=O)NC(C(=O)NCCN(C)C)C23CC4CC(CC(C4)C2)C3)c1 (centres undefined)	17	100	108	103	35	-3	-46	102	104	nt	104
CCc1ccc(NC(=O)/C(C#N)=C/c2cn(CC(=O)O)c3ccccc23)cc1	13	101	99	101	11	8	24	98	102	nt	99
Cc1ccsc1/C=N/Nc1nc(Cl)c(Cl)cc1Cl	6	100	94	98	16	-10	-5	96	97	nt	96
Cc1cccc(C(C)C)c1NC(=O)c1ccc(CN(c2ccccc2)S(=O)(=O)c2ccccc2)cc1	18	97	99	97	13	-66	-7	99	100	-2	98
CCOc1cc(/C=N/NC(=O)c2c(-c3ccccc3)noc2C)ccc1O	10	95	95	92	10	-37	12	95	97	-9	94
CC(C)c1nc(Cl)c(C#N)c2c1CCCC2	10	98	102	102	6	-4	-6	101	103	-12	101
Cc1cccc(OCCC(=O)NCC(=O)Nc2c(C)cccc2C)c1	11	100	103	100	12	19	-15	99	104	-29	99
Cn1nc([N+](=O)[O-])nc1Oc1ccccc1	17	101	101	99	36	-8	6	97	100	nt	100
Cc1ccc(C(=O)Nc2ccc(C(=O)N3CCCCC3)cc2)cc1	16	94	92	96	8	-16	7	95	96	nt	93
O=C(Nc1ccc([N+](=O)[O-])cc1)Nc1nc(-c2ccc(Cl)s2)cs1	8	98	102	98	14	29	82*	105	103	-14	100
COc1ccc(-c2ccnc3ncnn23)cc1	12	104	97	101	7	-17	10	99	102	-29	100
Cc1cccc(NC(=O)COC(=O)CCc2ccc(S(=O)(=O)N3CCOCC3)cc2)c1C	14	91	98	94	11	-17	20	96	97	-10	96
COC(=O)C(C)Sc1ccc2nnc(CCNS(=O)(=O)c3ccccc3)n2n1 (centres undefined)	16	103	99	99	7	3	4	97	100	nt	97
COCCNC(=O)C(c1ccc(C)o1)N(CCOC)C(=O)Cn1nnc2ccccc21 (centres undefined)	13	102	97	96	12	-30	23	94	103	nt	97
CCC1C(=O)n2nc(-c3ccccc3)cc2N=C1C (centres undefined)	19	96	99	94	17	-21	-7	95	99	17	95
COc1ccc(N2CCN(Cc3nc4sc(C)c(C)c4c(=O)[nH]3)CC2)cc1	14	105	98	94	8	-10	33	87	91	-3	94

Source: PubChem (several laboratories)
